ST2 IL33 inh: blocks human ST2 binding to IL-33. Q01638. AlphaLISA ST2-Fc/biotin-IL-33 interaction, 1 h. hit rate 2.3% among 78,000. inhibition, % for hits at 17 µM; in the data active means inhibition above about 30%; inconclusive means mostly about 10% to 28%
Target sequence (Q01638 whole entry, looked up): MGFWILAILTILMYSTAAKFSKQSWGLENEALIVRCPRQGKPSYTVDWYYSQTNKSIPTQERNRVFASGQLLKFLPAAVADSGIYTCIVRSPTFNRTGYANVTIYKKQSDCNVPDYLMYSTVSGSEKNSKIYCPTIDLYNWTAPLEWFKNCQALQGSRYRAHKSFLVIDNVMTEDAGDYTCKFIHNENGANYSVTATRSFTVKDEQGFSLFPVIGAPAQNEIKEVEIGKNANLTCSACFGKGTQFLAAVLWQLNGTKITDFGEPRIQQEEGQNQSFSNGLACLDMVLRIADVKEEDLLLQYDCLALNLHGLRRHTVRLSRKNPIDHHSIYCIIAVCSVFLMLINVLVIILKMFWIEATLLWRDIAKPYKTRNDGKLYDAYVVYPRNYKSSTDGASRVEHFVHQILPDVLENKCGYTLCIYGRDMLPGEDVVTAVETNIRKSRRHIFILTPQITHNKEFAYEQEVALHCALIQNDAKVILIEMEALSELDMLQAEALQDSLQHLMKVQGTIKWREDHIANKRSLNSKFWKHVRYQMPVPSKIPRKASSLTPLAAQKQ
* = called active by the depositor; i = inactive; ? = inconclusive. These rows are one share of the data; rates above refer to the full screens.

SMILES	ST2 IL33 inh
O=CC(C=O)=C1Sc2ccccc2N1Cc1ccccc1	i
O=C(NC(c1ccccn1)C(F)(F)F)c1cn(-c2ccccc2)nn1 (centres undefined)	i
CN(C(=O)Cc1c(C(=O)O)[nH]c2ccccc12)c1ccccc1	i
Cc1cc(NC(=O)c2ccc3c(c2)OCO3)nc2c1c(=O)oc1ccccc12	i
O=C(CCCc1nc2cccnc2n1Cc1ccc(F)cc1)Nc1ccc(Br)cc1F	?
CN1C(=O)C2(CCN(C(=O)NCc3ccco3)CC2)c2ccccc21	i
CC(=O)Nc1ccc(-c2nc3ccc(NC(C)=O)cc3o2)cc1	i
Cc1ncc(CN2CCCC(C(=O)Nc3cccc(-c4cc5ccccc5[nH]4)c3)C2)s1 (centres undefined)	?
CCC(C)NC(=O)CSc1nc2nc(C)c(Cc3ccccc3Cl)c(C)n2n1 (centres undefined)	i
O=C(NC1CCCC1)C1CCC(=O)N1Cc1ccc(F)cc1 (centres undefined)	i
c1cnn(CC2(CNC3CCCNC3)CC2)c1 (centres undefined)	i
Cc1ccccc1OCc1nc(C#N)c(NCCCn2ccnc2)o1	?

A draw from above in order of molecular weight, falling.
SMILES	ST2 IL33 inh
O=C(CCCc1nc2cccnc2n1Cc1ccc(F)cc1)Nc1ccc(Br)cc1F	?
Cc1ncc(CN2CCCC(C(=O)Nc3cccc(-c4cc5ccccc5[nH]4)c3)C2)s1 (centres undefined)	?
CCC(C)NC(=O)CSc1nc2nc(C)c(Cc3ccccc3Cl)c(C)n2n1 (centres undefined)	i
O=C(NC(c1ccccn1)C(F)(F)F)c1cn(-c2ccccc2)nn1 (centres undefined)	i
CN1C(=O)C2(CCN(C(=O)NCc3ccco3)CC2)c2ccccc21	i
O=C(NC1CCCC1)C1CCC(=O)N1Cc1ccc(F)cc1 (centres undefined)	i

Of the compounds above, these contain four or more nitrogen atoms:
SMILES	ST2 IL33 inh
O=C(NC(c1ccccn1)C(F)(F)F)c1cn(-c2ccccc2)nn1 (centres undefined)	i
O=C(CCCc1nc2cccnc2n1Cc1ccc(F)cc1)Nc1ccc(Br)cc1F	?
Cc1ncc(CN2CCCC(C(=O)Nc3cccc(-c4cc5ccccc5[nH]4)c3)C2)s1 (centres undefined)	?
CCC(C)NC(=O)CSc1nc2nc(C)c(Cc3ccccc3Cl)c(C)n2n1 (centres undefined)	i
c1cnn(CC2(CNC3CCCNC3)CC2)c1 (centres undefined)	i
Cc1ccccc1OCc1nc(C#N)c(NCCCn2ccnc2)o1	?

Further results follow.
SMILES	ST2 IL33 inh
Nc1ccc(-c2ccc(S(=O)(=O)c3ccc(-c4ccc(N)cc4)cc3)cc2)cc1	?
Brc1cccc(-c2nnc3sc(CN4CCOCC4)cn23)c1	i
CC1(C)CC(=O)C2=C(C1)Nc1nc(SCc3ccccc3)[nH]c(=O)c1C2c1ccc(O)cc1 (centres undefined)	i
CC(=O)Oc1ccc(-c2nc3ccc(Cl)cc3c(=O)o2)cc1	i
CC(=O)N1N=C(c2c(-c3ccccc3)c3cc(Cl)ccc3[nH]c2=O)CC1c1ccccn1 (centres undefined)	?
Cc1cccc(C(=O)N(C(C)C)C(C)C)c1	i
COC1CCCN(Cc2nc(Cc3cccc(C(F)(F)F)c3)no2)C1 (centres undefined)	i
O=S(=O)(NCc1nc2cccnc2n1Cc1ccc(F)cc1)c1cccs1	i
Cc1ccc(C(C(=O)NCc2ccc(S(N)(=O)=O)cc2)N(C)C)cc1 (centres undefined)	?
CCn1c(C2CCCN(c3cnc4ccc(Cl)cc4n3)C2)n[nH]c1=O (centres undefined)	i
O=C(C1CC1)N1CCc2cc(S(=O)(=O)N3CCCC3)ccc21	i
CC(=O)N[C@H]1CC[C@]2(C)CC[C@@H]([C@H](C)C(=O)N3CCCCC3)[C@H](O)[C@H]2[C@@H]1C	i
COCC(=O)N[C@H]1C[C@@H](c2nc(-c3ccc(OC(F)(F)F)cc3)no2)N(C)C1	i
COc1cccc2cc(C(=O)NC(C)=O)c(=Nc3cccc(C#N)c3)oc12	i
CSc1cccc(N2C(=O)NC3CC2(C)Oc2ccccc23)c1 (centres undefined)	i
Cc1ccc2nc(-c3ccc(NC(=O)COc4ccccc4)cc3)sc2c1	i
COC(=O)c1sc2ccccc2c1NC(=O)c1c(OC)cccc1OC	i
O=c1/c(=C/c2ccncc2)sc2n1CN(c1cccc([N+](=O)[O-])c1)CN=2	?
Cc1ccc(-n2ncnc2-c2cccs2)cc1Cl	i
COc1cc(NC(=O)c2cc3nc(-c4ccco4)cc(C(F)(F)Cl)n3n2)cc(OC)c1OC	i
CN1CCC(N(C)Cc2ccc(-c3ccccc3)cc2)CC1	i
CCc1cccc(C)c1NS(=O)(=O)c1cccc2cccnc12	i
CN(C)C(=O)CSc1nnc(-c2cccc(F)c2)n1-c1ccccc1	?
COc1ccc(Nc2c(-c3ccc(C)o3)nc3cc(C)ccn23)cc1	?
COc1ccc(/C=C(/NC(=O)c2ccco2)C(=O)Nc2ccc(Cl)cc2)cc1	i
CC1C(=O)N(C)CCN1Cc1ccc(OCC(=O)N2CCCCC2)cc1 (centres undefined)	i
COc1ccc(N2CCN(S(C)(=O)=O)CC2)cc1	i
COc1cc(CN2CCCCCC2)cc(OC)c1O	i
Clc1ccc(-c2cnccn2)cc1Cl	i
CCOC(=O)c1c(-c2ccccc2)oc2ccc(OCC(=O)O)cc12	i
CC(C)(C)C(=O)Nc1ccc(F)c(F)c1	i
CC(Oc1ccccc1)C(=O)Nc1ccccc1C(N)=O (centres undefined)	i
CCN(CC)S(=O)(=O)c1ccc(NC(=O)COc2ccc(C)cc2Br)cc1	i
COC(=O)[C@@H]1Cc2ncn(Cc3ccc(OC)cc3)c2CN1C(=O)C1CCCCC1	i
O=C(CCc1nc2sc3c(c2c(=O)[nH]1)CCCC3)NC1CCCC1	i
COc1ccc(Cl)cc1NC(=O)c1noc2c1CCCCC2	?

The list goes on, starting with the last four of the part before.
SMILES	ST2 IL33 inh
CCN(CC)S(=O)(=O)c1ccc(NC(=O)COc2ccc(C)cc2Br)cc1	i
COC(=O)[C@@H]1Cc2ncn(Cc3ccc(OC)cc3)c2CN1C(=O)C1CCCCC1	i
O=C(CCc1nc2sc3c(c2c(=O)[nH]1)CCCC3)NC1CCCC1	i
COc1ccc(Cl)cc1NC(=O)c1noc2c1CCCCC2	?
O=C(NCCc1nc2ccccc2n1Cc1c(F)cccc1Cl)c1cccs1	i
O=C(/C=C/N1CCOCC1)c1cc2ccccc2o1	i
c1cncc(Oc2cccc(Oc3cccnc3)c2)c1	?
O=c1cc(O)c2sc3nc(-c4cccs4)cc(-c4ccc(F)cc4)c3c2[nH]1	?
COc1cc(OC)c(C2C(C(=O)Nc3ccc(C)cc3C)=C(C)Nc3nnnn32)cc1OC (centres undefined)	i
O=C(NCCCO)c1ccc(Cl)cc1	i
CC(=O)Oc1ccc2c(=O)c(-c3ccccc3)coc2c1C	i
CCOc1ccc(/C=C/C(=O)Nc2ccc3nc(N4CCN(C)CC4)cc(C)c3c2)cc1OC	?
CCOc1ccc(C2CC(=O)N3CN(c4ccc(Cl)cc4)CSC3=C2C#N)cc1OC (centres undefined)	i
O=C(c1ccc(NCC2CCCCO2)nc1)N1CCC(Cn2cccn2)CC1 (centres undefined)	?
Cc1n[nH]c(C)c1S(=O)(=O)N1CCN(c2ccccc2F)CC1	i
NC(CO)C(O)c1ccc([N+](=O)[O-])cc1 (centres undefined)	i
COc1ccc(C2CC(c3c(-c4ccccc4)c4cc(Br)ccc4[nH]c3=O)=NO2)cc1 (centres undefined)	i
COC(=O)c1sccc1S(=O)(=O)N[C@@H]1CC[C@@H](N)C1	i
Cc1ccc(C(c2sc3nc(C)nn3c2O)N2CC(C)OC(C)C2)cc1 (centres undefined)	?
CC1=CC[C@@H]2CN(C(=O)c3cccc(S(C)(=O)=O)c3)C[C@@H]2C1	?
O=C(Nc1nc2c(s1)CCCC2)c1cccs1	?
CCc1cc2c(=O)c(-c3ccc(F)cc3)c(C)oc2c(CN(C)C)c1O	i
CN1CC2(CCCN(C(=O)CCc3nc(Cl)n[nH]3)CC2)OC1=O (centres undefined)	i
CC(=O)N1c2c(cc(Br)cc2S(=O)(=O)NCCc2ccccc2Cl)CC1C (centres undefined)	i
O=C(NCC1CCCO1)c1ccc2c(=O)n(CCc3ccccc3)c(=O)[nH]c2c1 (centres undefined)	i
CCC(C)N(Cc1ccncc1)C(=O)CCSC (centres undefined)	i
CCSc1nc(-c2ccc(Cl)cc2)c(C#N)c(=O)n1CC	i
CSc1nc2c(c(=O)[nH]1)C(c1ccc3c(c1)OCO3)C1=C(CC(C)(C)CC1=O)N2 (centres undefined)	i
O=S(=O)(N[C@H]1CO[C@H]2[C@@H]1OC[C@@H]2Nc1nccc(-c2cccc(F)c2)n1)c1cccc2cccnc12	?
COc1ccccc1NC(=O)C1=C(C)Nc2nnnn2C1c1ccc(C(C)(C)C)cc1 (centres undefined)	?
Cc1nn(C)cc1-c1ccnc(NCC2CCN(Cc3ccccc3)C2)n1 (centres undefined)	?
O=C(O)C1(Cc2ccc(F)cc2)CCCN(c2cnc3ccccc3n2)C1 (centres undefined)	i
CC(=O)NC1=NN(C(C)=O)C(C)(c2ccc(NC(C)=O)cc2)S1 (centres undefined)	i
CCc1nc(SCC(=O)NCCc2n[nH]c3c2CCCC3)n[nH]1	i
COc1ccc(NC(=O)CC2CCCCC2)c(OC)c1	i
Cc1cc(C)nc(NS(=O)(=O)c2ccc(NC(=O)c3cccs3)cc2)n1	i
CCCC1=NN(c2nc3ccccc3s2)C(=O)/C1=C/N(C)C	?
O=C1c2ccccc2C(=O)N1CN(C(=O)c1ccccc1)c1ccc(F)cc1	77%*
Cc1ccc(-n2c(CN3CCN(S(=O)(=O)c4ccc(CC(C)C)cc4)CC3)nc3cccnc32)cc1	i
O=C(N[C@H]1CCN2C(=O)c3cc(-c4ccsc4)ccc3NC(=O)[C@H]12)c1cccs1	i
O=[N+]([O-])c1cccc(-n2nncc2-c2ccccc2)c1	i
O=C(Nc1cnn(Cc2ccc(F)cc2)c1)c1cc(-c2cccs2)on1	?
CC(C)N1CCCN(c2nc(-c3cccnc3)nc3c2cnn3C)CC1	i
Nc1c2c(nc3ccccc13)CCCC2 (tested in a mixture with another compound)	i
Cc1ncoc1C(=O)N1CCC2(CCCN(CC3CCCCC3)C2=O)C1 (centres undefined)	i
CCN(CC)c1nc(-c2ccc(F)cc2)cc(C(F)(F)F)n1	i
Cc1ccccc1CN1C(=O)CSc2ccc(C(=O)N3CCCC3)cc21	i
COc1ccccc1C(=O)Nc1cccc(-c2nc3ncccc3o2)c1	i
CN(Cc1ccccc1)C(=O)c1cccn2c(=O)c3sccc3nc12	i
CC1(C)CC(=O)C2=C(C1)OC(N)=C(C#N)C2c1ccc(Br)cc1 (centres undefined)	?
O=C(Nc1c2c(nn1-c1ccc(Cl)cc1)CSC2)c1cccc(F)c1	i
Cc1cc(O)cc2oc(C(F)(F)F)c(Oc3ccccc3)c(=O)c12	i
COc1cccc(CNc2ccc(F)c(Cl)c2)c1OC	i
O=C(c1csc2c1CCCC2)N1CCCC(CNS(=O)(=O)c2cccs2)C1 (centres undefined)	i
CC(C)Cc1cc(C(=O)N2CCCN(C)C3(CCN(C)CC3)C2)nc(N)n1	?
CCCc1cc2c(=O)c(-c3ccc4c(c3)OCO4)c(CC)oc2cc1O	i
O=C(c1cc(F)c(F)cc1Cl)N1CCCCC1	?
Cc1nc(N2CCN(C)CC2)ncc1C(=O)N1C[C@H]2CC=CC[C@H]2C1	i
COc1ccc(CNCc2ccccc2C(F)(F)F)cc1OC	i
CSc1ccc(-c2nc(CSCC(=O)NC3CC3)c(C)o2)cc1	?
N#CC1=C(SCc2ccccc2)NC(=O)CC1c1ccc(Br)cc1 (centres undefined)	i
O=C(Nc1cccc2nsnc12)c1ccc(-c2cccc(Cl)c2)o1	i
CCc1ccccc1Nc1ncnc2c1cnn2-c1ccc(OC)cc1	i
CCN(CC)CCN1C(=O)C(=O)C(=C(O)c2ccc(Cl)cc2)C1c1ccc(OC)cc1 (centres undefined)	i
Remaining list, next part:
SMILES	ST2 IL33 inh
CC(C)(c1ccccc1)c1ccc(OCCNCCN)cc1	i
O=C(c1cccc(N2CCNC2=O)c1)N1CC[C@@H](c2ccc(F)cc2)[C@H](O)C1	i
COc1cc(OC)cc(-c2cc3nc(C)c(CCC(=O)NC4CCCC4)c(C)n3n2)c1	i
Cc1ccc(C2=N/C(=C\c3cc(Br)ccc3F)C(=O)O2)cc1[N+](=O)[O-]	i
O=C(c1ccc2nc3sc4c(c3c(=O)n2c1)CCCC4)N1CCN(c2ccccc2)CC1	31%*
CCc1nc(CN2CCC(CNC(=O)C3CCCCC3)C2)c(C)[nH]1 (centres undefined)	i
O=C(CSC1=Nc2ccccc2C2=NC(c3ccccc3)C(=O)N12)NCc1ccccc1Cl (centres undefined)	i
Cc1ccc(N2C(=O)Nc3ccc(Br)cc3C2(O)C(=O)NC2CC2)cc1C (centres undefined)	i
C[C@@H]1C[C@@H]2O[C@H]2/C=C\C=C\C(=O)Cc2c(Cl)c(O)cc(O)c2C(=O)O1	i
Cc1ccc(/C=C2\C(=O)Nc3ccc(Br)cc32)o1	30%*
Cc1c(NC(=O)CSc2nnnn2-c2ccc(C(=O)O)cc2)c(=O)n(-c2ccccc2)n1C	i
COc1ccc(C(=O)Nc2cccc3nsnc23)cc1OC	?
CC(NS(=O)(=O)c1ccc(F)cc1)C(c1cccs1)N1CCN(c2ccc(F)cc2)CC1 (centres undefined)	i
COc1ccc(-c2nc(N3CCCC3)nc3nn4c(C)c(CCC(=O)O)c(C)nc4c23)cc1	i
CCC(=O)N1CCc2cc(Br)cc(S(=O)(=O)N3CCCCCC3)c21	i
Cc1ccc(/C=C2\C(=O)NN(c3ccc(Cl)c(Cl)c3)C2=O)s1	i
COCCC(=O)N[C@H]1CC[C@]2(C)CCC([C@H](C)C(=O)NCCN3CCOCC3)[C@H](O)[C@H]2[C@@H]1C (some centres undefined)	i
Cc1ccc(Cn2c(CNS(=O)(=O)c3ccc(C(C)C)cc3)nc3cccnc32)cc1	i
CCOc1ccc(-c2cnc(-c3ccnc(CC)n3)[nH]2)cc1	i

From PubChem BioAssay
